# PG9 binder: binders of HIV-1 gp120 antibody PG9, primary screen, biochemical, TR-FRET. HIV-1 gp120 / PG9 antibody interaction. TR-FRET gp120-PG9 antibody binding. inhibition, % at 6.7 µM. actives 0.43% (n = 360,000); in the data active = inhibition above about 8.5%
# SIAE inh: human SIAE inhibitors, primary screen, biochemical, fluorescence polarization, FP-Rh probe, 1536-well HTS. Sialate O-acetylesterase (Homo sapiens), Q9HAT2. SIAE FP-Rh probe binding. inhibition, % at 9.66 µM. actives 0.69% (n = 370,000);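 active = inhibition above a cutoff: mean of compounds within the control limits plus 3 SD of those, cut at about 17% in these data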;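 note: 0% = plate median of compound wells and 100% = probe without SIAE protein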
# LEDGF integ inh: blockers of LEDGF/p75-dependent integrase strand transfer – biochemical, TR-FRET, high throughput, primary screen; TR-FRET IN-LEDGF/p75 DNA integration, Eu/Cy5; inhibition, % at 3.7 µM; actives 0.64% (n = 370,000); AID 743269, 2014;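 active = inhibition above the screen-wide mean plus 3 SD, cut at about 13% in these data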;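 note: signal is the Cy5 over europium emission ratio at 671 and 618 nm; 0% = plate median of compound wells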
# PRMT1 FP inh: PRMT1 methyltransferase inhibitors, primary screen, biochemical, fluorescence polarization | actives 1.3% (n = 370,000) | inhibition, % at 2.79 µM | Protein arginine N-methyltransferase 1 (Homo sapiens), Q99873 | recombinant PRMT1, activity-based probe fluorescence polarization;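 active = inhibition above about 21% made by adding two undisclosed values, limit read from the data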
# TCR CD3 inh: inhibitors of human TCR-CD3 interaction, primary screen, biochemical, fluorescence, TAMRA-labeled TCR probe; T-cell receptor (TCR); AID 651800, 2012; inhibition, % at 9.4 µM; actives 0.37% (n = 360,000); in the data active = inhibition above about 19%;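 note: recombinant mutant TCR 2C K166C tagged with TAMRA read by polarization; 0% = receptor in buffer alone and 100% = receptor with positive control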
# ABHD4 inh: ABHD4 inhibitors, primary screen, biochemical, fluorescence polarization, mouse | (Lyso)-N-acylphosphatidylethanolamine lipase (Mus musculus), Q8VD66 | purified mABHD4, FP-Rh probe fluorescence polarization | inhibition, % at 8.92 µM | actives 0.54% (n = 370,000);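 active = inhibition exceeding the mean over every tested compound plus 3 SD, cut at about 30% in these data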;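 note: 0% = plate median of compound wells and 100% = S159A mutant with DMSO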
#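 Assay system: wild-type mouse ABHD4 protein; compound: single nominal dose of 8.92 µM, 0.89% DMSO final; schedule: 45 min + 60 min at 25 °C; measured by: FP readout, ex 525 nm / em 598 nm; evaluation: % inhibition of FP-Rh probe binding versus controls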
# TDP2 inh: human TDP2 enzyme inhibitors, primary screen, biochemical, epi absorbance, recombinant enzyme. Tyrosyl-DNA phosphodiesterase 2 (Homo sapiens), O95551. T5PNP hydrolysis, p-nitrophenol absorbance 415 nm. inhibition, % at 12.8 µM. actives 0.34% (n = 370,000);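 active = inhibition above the mean of all tested compounds plus 3 SD, set per campaign, cut at about 25% in these data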;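 note: 0% = DMSO with enzyme and 100% = buffer with substrate but no TDP2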
#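 Assay system: Recombinant human TDP2 | Quantity: 120 nM TDP2 per well | Incubation: 2 h at 37 °C | Signal: Epi absorbance | Evaluation: Percent inhibition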
# DDE Tn7 FP inh: inhibitors of Tn7 peptide binding to fibrin DD(E), primary screen, biochemical, fluorescence polarization, human fibrin, Tn7 probe | Fibrinogen beta chain (Homo sapiens), P02675 | FP displacement of FITC-Tn7 peptide from fibrin DD(E); 0% = median of compound wells per plate | inhibition, % at 8.3 µM | actives 0.13% (n = 370,000);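 active = inhibition above the mean of compounds falling within the control limits plus 3 SD of them, cut at about 14% in these data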;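 note: 0% = plate median of compound wells and 100% = 10 µM Aha-Tn7 peptide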
#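 Assay system: human fibrin DD(E). Input: DD(E) 2 µM final. Medium: Tris buffer with calcium and detergent, pH 7.8. Compound dosing: single point at 8.3 µM. Timing: 10 min plus 3 h, room temperature. Technique: fluorescence polarization of the labelled Tn7 tracer. Read-out: percent inhibition. Replicates: singlicate testing.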
# HTRA1 inh: HTRA1 serine protease inhibitors, primary screen, biochemical, fluorescence polarization, HTS; inhibition, % at 5.96 µM; Q92743; AID 504803, 2011; actives 0.5% (n = 340,000); recombinant HTRA1, FP-rhodamine activity-based probe; in the data active = inhibition above about 36%;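 note: 0% = enzyme with DMSO and 100% = wells lacking enzyme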
# Target sequence (Q92743 whole entry, looked up): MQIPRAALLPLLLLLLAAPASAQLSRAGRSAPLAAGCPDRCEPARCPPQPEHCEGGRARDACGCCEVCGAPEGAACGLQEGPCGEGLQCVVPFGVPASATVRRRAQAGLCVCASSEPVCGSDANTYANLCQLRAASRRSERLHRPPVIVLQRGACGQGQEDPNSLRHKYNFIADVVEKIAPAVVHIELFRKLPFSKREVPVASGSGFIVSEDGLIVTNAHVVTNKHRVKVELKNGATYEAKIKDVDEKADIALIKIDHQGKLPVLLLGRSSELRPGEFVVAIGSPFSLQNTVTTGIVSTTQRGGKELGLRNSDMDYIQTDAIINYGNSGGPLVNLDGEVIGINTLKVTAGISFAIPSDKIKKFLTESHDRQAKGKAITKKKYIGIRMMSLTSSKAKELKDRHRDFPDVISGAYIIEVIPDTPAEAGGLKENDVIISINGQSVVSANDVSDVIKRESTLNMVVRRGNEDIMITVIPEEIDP
# UHRF1 binding: UHRF1 methylated DNA binding inhibitors, primary screen, counter-screen for MBD2 inhibitor project, biochemical, TR-FRET, human UHRF1, single concentration | E3 ubiquitin-protein ligase UHRF1 (Homo sapiens), Q96T88 | UHRF1 binding to methylated oligo | inhibition, % at 4.4 µM | actives 0.75% (n = 370,000); in the data active = inhibition above about 21%;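 note: UHRF1 SRA domain binding a hemimethylated CpG hairpin DNA probe; 0% = median of test compound wells and 100% = reference inhibitor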
# Active calls of the source: *; · = not tested or not shown.
1	CCc1ccccc1NC(=O)C1CCCN(c2ncccn2)C1 (configuration not stated)
2	COc1ccccc1CC(=O)Nc1ccc(S(=O)(=O)N2CCCC2)cc1
3	CNc1ccc2ncc(-c3cccc(C(=O)N(C)C)c3)n2n1
4	CC(=O)Nc1ccc(NC(=O)c2cc[n+]([O-])cc2)cc1
5	O=C(NNC(=O)c1c(O)c2ccccc2[nH]c1=O)c1ccccc1Br

screen / no.	1	2	3	4	5
PG9 binder	-3.0	-1.6	-0.2	-0.7	1.0
SIAE inh	3	-6	0	1	-3
LEDGF integ inh	2	4	1	-1	-2
PRMT1 FP inh	-6	-3	5	6	-1
TCR CD3 inh	1	8	-9	2	27*
ABHD4 inh	6	3	-2	3	3
TDP2 inh	7	1	5	8	-6
DDE Tn7 FP inh	-4	-2	3	-5	2
HTRA1 inh	7	1	·	1	5
UHRF1 binding	-2	0	5	3	0

6	Cc1nnc(CN(C)C(=O)CC2C(=O)NCCN2Cc2ccccc2C)o1 (configuration not stated)
7	O=C(CN1C(=O)NC2(CCCCC2)C1=O)Nc1cccc(S(=O)(=O)N2CCCC2)c1
8	C=CC(=O)NCc1ccc(-c2csnn2)cc1
9	COc1ccccc1CC(=O)N1CCN(C(=O)c2ccco2)CC1
10	CN(C)c1cccc2c1c(NC(=O)Nc1ccc(Cl)cc1Cl)nn2C

screen / no.	6	7	8	9	10
PG9 binder	1.3	-0.9	0.9	-0.4	0.9
SIAE inh	7	-7	5	-2	0
LEDGF integ inh	2	5	0	5	-4
PRMT1 FP inh	3	-2	-2	-2	1
TCR CD3 inh	4	5	-5	4	-7
ABHD4 inh	-10	-9	4	3	2
TDP2 inh	11	-20	14	1	15
DDE Tn7 FP inh	-3	1	7	-3	0
HTRA1 inh	6	1	8	0	2
UHRF1 binding	-7	0	-1	1	-1

# Profiles, quoted from the list. Screens in order: PG9 binder | SIAE inh | LEDGF integ inh | PRMT1 FP inh | TCR CD3 inh | ABHD4 inh | TDP2 inh | DDE Tn7 FP inh | HTRA1 inh | UHRF1 binding
# Listed for Cc1nnc(CN(C)C(=O)CC2C(=O)NCCN2Cc2ccccc2C)o1 (configuration not stated) → 1.3 | 7 | 2 | 3 | 4 | -10 | 11 | -3 | 6 | -7
# Listed for CN(C)c1cccc2c1c(NC(=O)Nc1ccc(Cl)cc1Cl)nn2C → 0.9 | 0 | -4 | 1 | -7 | 2 | 15 | 0 | 2 | -1

# A second format for some results above.
item | smiles | PG9 binder | SIAE inh | LEDGF integ inh | PRMT1 FP inh | TCR CD3 inh | ABHD4 inh | TDP2 inh | DDE Tn7 FP inh | HTRA1 inh | UHRF1 binding
9 | COc1ccccc1CC(=O)N1CCN(C(=O)c2ccco2)CC1 | -0.4 | -2 | 5 | -2 | 4 | 3 | 1 | -3 | 0 | 1
10 | CN(C)c1cccc2c1c(NC(=O)Nc1ccc(Cl)cc1Cl)nn2C | 0.9 | 0 | -4 | 1 | -7 | 2 | 15 | 0 | 2 | -1
8 | C=CC(=O)NCc1ccc(-c2csnn2)cc1 | 0.9 | 5 | 0 | -2 | -5 | 4 | 14 | 7 | 8 | -1
7 | O=C(CN1C(=O)NC2(CCCCC2)C1=O)Nc1cccc(S(=O)(=O)N2CCCC2)c1 | -0.9 | -7 | 5 | -2 | 5 | -9 | -20 | 1 | 1 | 0

# More compounds
11	O=C(c1ccccc1)N1CCCCC(S(=O)(=O)c2ccccc2)C1=O (configuration not stated)
12	Cc1ccc2cc(CN(CCCO)S(=O)(=O)c3ccccc3F)c(=O)[nH]c2c1C
13	Cc1cc(NC(=O)CON=C(N)CC(=O)Nc2ccccc2Cl)ccc1Br
14	CCOc1cccc(NC(=O)c2ccc(S(=O)(=O)N3CCCC3)cc2)c1
15	CCCCCCC1CC(C)(C(=O)CNc2nncs2)OC1=O (configuration not stated)

screen / no.	11	12	13	14	15
PG9 binder	-1.6	-2.0	-0.4	-0.1	-2.5
SIAE inh	5	-5	6	-5	1
LEDGF integ inh	-2	2	-2	-1	1
PRMT1 FP inh	0	-1	5	-2	1
TCR CD3 inh	8	0	0	1	-2
ABHD4 inh	0	-7	17	-8	-5
TDP2 inh	15	19	-1	9	-13
DDE Tn7 FP inh	2	-5	3	1	-6
HTRA1 inh	-2	-15	-8	-8	-6
UHRF1 binding	-2	2	-4	-1	-5

16	CC(=O)c1ccc(S(=O)(=O)N2CCN(C(=O)/C=C/c3ccc4ccccc4n3)CC2)cc1
17	Cn1ncc(Br)c1C(=O)OCC(=O)Nc1nc(-c2ccccc2)cs1
18	COc1ccc(N2CCN(CCCNC(=O)CCC(=O)N3CCOc4ccc(Cl)cc43)CC2)cc1
19	CN(CC(=O)NCCCN1CCOCC1)S(=O)(=O)c1ccc(F)cc1
20	CC(=O)N1C(=O)/C(=C2\SC(=S)N(NC(=O)c3ccc(O)cc3)C2=O)c2ccccc21
21	C[C@H](CO)N1C[C@H](C)[C@@H](CN(C)Cc2ccc3c(c2)OCCN3C)OCc2cnnn2CCCC1=O
22	Fc1ccc(CNC(=S)Nc2ccc(Cl)cc2Cl)cc1

screen / no.	16	17	18	19	20	21	22
PG9 binder	3.1	-0.3	-3.2	0.7	-0.3	-0.8	-0.5
SIAE inh	-4	7	-1	1	4	5	-1
LEDGF integ inh	0	2	4	1	-7	1	-3
PRMT1 FP inh	-4	1	-8	-1	38*	-2	4
TCR CD3 inh	6	4	1	-1	-3	2	-12
ABHD4 inh	-8	-2	8	3	7	8	-4
TDP2 inh	-8	11	-2	-3	4	3	-3
DDE Tn7 FP inh	3	-4	2	-1	1	-1	2
HTRA1 inh	-5	-9	1	-1	-5	1	-7
UHRF1 binding	3	1	2	-2	-10	-2	6

# Just PG9 binder, HTRA1 inh and TCR CD3 inh (3 entries from above):
item | Structure | PG9 binder | HTRA1 inh | TCR CD3 inh
19 | CN(CC(=O)NCCCN1CCOCC1)S(=O)(=O)c1ccc(F)cc1 | 0.7 | -1 | -1
20 | CC(=O)N1C(=O)/C(=C2\SC(=S)N(NC(=O)c3ccc(O)cc3)C2=O)c2ccccc21 | -0.3 | -5 | -3
21 | C[C@H](CO)N1C[C@H](C)[C@@H](CN(C)Cc2ccc3c(c2)OCCN3C)OCc2cnnn2CCCC1=O | -0.8 | 1 | 2

# Screening results as filed in PubChem.
